From PubChem
CYP2C9 activ: human CYP2C9 activators, primary screen, biochemical, luminescence; Cytochrome P450 2C9 (Homo sapiens), P11712; recombinant CYP2C9, luciferin-H conversion; active compounds read high; factor 1 = untreated enzyme, 0 = blocked; activation factor at 5 µM; hit rate 1.4% among 96,000; AID 1024, 2008;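 active means activation factor of 2 or more for CYP2C9 at a 5 µM dose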;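 further: 0 = sulfaphenazole-blocked wells and 1 = vehicle-only wells; values of inactives mirror those of a sister screen read the other way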
Target sequence (P11712 whole entry, looked up): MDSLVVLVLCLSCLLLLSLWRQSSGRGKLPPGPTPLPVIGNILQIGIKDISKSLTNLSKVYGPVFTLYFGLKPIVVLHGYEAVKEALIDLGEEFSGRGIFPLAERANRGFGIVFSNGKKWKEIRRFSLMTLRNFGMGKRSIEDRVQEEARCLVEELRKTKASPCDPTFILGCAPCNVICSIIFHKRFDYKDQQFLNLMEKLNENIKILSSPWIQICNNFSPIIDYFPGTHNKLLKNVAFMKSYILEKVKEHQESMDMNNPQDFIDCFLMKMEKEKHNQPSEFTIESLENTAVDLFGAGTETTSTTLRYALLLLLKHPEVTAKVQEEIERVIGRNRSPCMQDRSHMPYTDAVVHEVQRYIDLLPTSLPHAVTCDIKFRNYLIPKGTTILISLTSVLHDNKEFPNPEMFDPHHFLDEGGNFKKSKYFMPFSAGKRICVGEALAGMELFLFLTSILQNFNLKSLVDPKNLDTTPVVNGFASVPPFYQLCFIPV
DAT uptake mod: changed hDAT dopamine uptake under cocaine IC80, either direction, primary screen, cocaine antagonist project, cell-based, LLC-PK1 hDAT, [14C]-dopamine uptake, MLSMR. AID 449768, 2010. B-score at 10 µM. Sodium-dependent dopamine transporter (Homo sapiens), Q01959. LLC-PK1 hDAT cells, [14C]-dopamine uptake with cocaine IC80; actives deviate in either direction. hit rate 1.3% among 110,000;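 active means Z score or B-score, a plate-position-corrected score, falls beyond the plate's 99.7% confidence bounds, in either direction; inactive means both scores lie inside the 99.7% bounds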;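 further: scored against the spread of the other compound wells on the same plate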
CYP2C9 inh: blockers of cytochrome P450 2C9 activity – biochemical, luminescence, ADME assay, primary screen; P11712; CYP2C9 Supersomes, luciferin-H conversion; inhibition, % at 5 µM; hit rate 20% among 96,000; AID 777, 2007;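 active means blocking of liver enzyme CYP2C9 beyond about 50% at 5 µM, limit read from the data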; further: values of inactives mirror those of a sister screen read the other way
TNFa cytotox: cytotoxicity in TNFa-stimulated HUVEC, primary screen, cytotoxicity control for VCAM1 expression modulator project, imaging, Hoechst nuclei count; hit rate 0.17% among 93,000; cell count reduction, % at 2 µM; AID 848, 2007; HUVEC TNFalpha-stimulated, Hoechst cell count;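 active means cell count reduction exceeding the screen mean by over 5 SD, scaled to untreated wells per plate, cut at about 78% in these data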;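 further: cells counted after 24 h of TNF alpha exposure following the 1 h pretreatment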
HUVEC tox IL1B: cytotoxicity in IL-1B stimulated HUVEC, primary screen, cytotoxicity control for IL-1B NFkB translocation project, imaging, Hoechst nuclear count, IL-1B stimulus; HUVEC cell count loss; cell count reduction, % at 2 µM; hit rate 0.41% among 94,000;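 active means cell count reduction more than 3 SD above the screen-wide mean, cut at about 70% in these data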;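 further: normalized per plate to untreated control cells as the no-loss baseline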
CYP2C19 activ: human CYP2C19 activators, primary screen, biochemical, luminescence; recombinant CYP2C19, luciferin-H EGE luminescence; active compounds read high; 0 = fully inhibited enzyme, 1 = untreated enzyme; 96,000 tested, under 10 active; activation factor at 5 µM; Cytochrome P450 2C19 (Homo sapiens), P33261; AID 1025, 2008;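 active means activation factor of at least 2 at 5 µM in the primary screen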;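 further: 0 = wells with 2.5 mM tranylcypromine and 1 = vehicle-only wells; values of inactives mirror those of a sister screen read the other way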
Target sequence (P33261 whole entry, looked up): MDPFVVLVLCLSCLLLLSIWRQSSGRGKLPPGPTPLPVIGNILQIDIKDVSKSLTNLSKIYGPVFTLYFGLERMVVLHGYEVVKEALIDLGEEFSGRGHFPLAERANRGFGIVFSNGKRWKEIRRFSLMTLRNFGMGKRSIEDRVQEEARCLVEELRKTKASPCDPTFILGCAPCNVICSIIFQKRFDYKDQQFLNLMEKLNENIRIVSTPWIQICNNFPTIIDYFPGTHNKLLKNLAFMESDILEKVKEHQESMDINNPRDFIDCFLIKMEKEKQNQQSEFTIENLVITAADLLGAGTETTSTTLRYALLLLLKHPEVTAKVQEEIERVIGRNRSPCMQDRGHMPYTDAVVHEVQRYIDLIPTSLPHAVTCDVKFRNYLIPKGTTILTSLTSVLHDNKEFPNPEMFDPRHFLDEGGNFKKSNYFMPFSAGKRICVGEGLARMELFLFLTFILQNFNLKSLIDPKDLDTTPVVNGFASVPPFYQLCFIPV
VCAM1 TNFa inh: inhibitors of TNFa-induced VCAM1 expression, primary screen, imaging, HUVEC, TNFa stimulus, immunofluorescence; HUVEC TNFa-induced VCAM-1 immunofluorescence, high-content imaging; AID 802, 2007; inhibition, % at 2 µM; hit rate 0.48% among 95,000;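 active means inhibition above the batch mean plus 3 SD, with images confirmed as a hit by eye, cut at about 37% in these data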;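 further: 0% = TNF-stimulated DMSO wells and 100% = unstimulated control wells; not every result past the cut was called active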
CYP2C19 inh: blockers of cytochrome P450 2C19 activity – biochemical, luminescence, ADME assay, primary screen. P33261. CYP2C19 Supersomes, luciferin-H EGE luminescence, 30 min. inhibition, % at 5 µM. hit rate 21% among 96,000;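 active means CYP2C19 inhibition above a set limit at 5 µM in the primary screen, cut at about 50% in these data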;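 further: plate controls were negative control wells for no effect and 2.5 mM tranylcypromine positive control for full effect; values of inactives mirror those of a sister screen read the other way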
Calb biofilm kill: clotrimazole potentiators killing Candida biofilms, primary screen, with clotrimazole, Alamar Blue | C. albicans biofilm + clotrimazole | inhibition, % at 6 µM | hit rate 0.14% among 85,000;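 active means inhibition above 20%; inactive means inhibition below 20%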;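 further: preformed 24 hr biofilms exposed to compound for 48 hr; 0% = biofilm without compound and 100% = blank killed by clotrimazole plus chlorhexidine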
* marks the source's active call; other numbers are inactive results; . = not tested or not shown.

cpd	molecule	TNFa cytotox	Calb biofilm kill	CYP2C19 inh	VCAM1 TNFa inh	CYP2C19 activ	DAT uptake mod	CYP2C9 activ	CYP2C9 inh	HUVEC tox IL1B
1	O=C(OCC(=O)N1CCN(C(=O)c2ccco2)CC1)c1cn(-c2ccccc2)nc1-c1ccccc1	-35	-3	43	-15	0.6	4.4*	0.3	68*	-37
2	COc1cc(C(=O)N2CCN(S(=O)(=O)c3ccc(C)cc3)CC2)ccc1OCc1c(C)noc1C	-11	2	70*	14	0.3	-0.12	0.4	56*	-15
3	CCN(CCCNC(=O)Cn1ncc2c(=O)oc3ccccc3c21)c1cccc(C)c1	16	4	64*	-5	0.4	.	0.3	70*	22
4	O=c1oc(-c2ccccc2)nc2c1cnn2-c1ccccc1	13	.	-5	-19	1	-2	1.1	-9	3
5	CC(C)NC(=O)c1ccccc1NC(=O)CN(c1ccc2c(c1)OCO2)S(C)(=O)=O	-5	5	45	18	0.5	0.29	0.2	82*	-95
6	CCOc1ccc2[nH]c(C)cc(=O)c2c1	-8	-8	-1	16	1	1.2	1	0	-18
7	CC(=O)NC12CC3CC(CC(CC(=O)O)(C3)C1)C2	-45	.	-6	1	1.1	0.63	1.1	-6	-8
8	CCOc1ncnc2c1oc1nc(CC(C)C)c3c(c12)CC(C)(C)OC3	-20	0	-13	-6	1.1	0.85	1	1	-5
9	O=C(O)CN1C(=O)SC(Nc2ccc(Cl)cc2)C1=O (stereo unspecified)	7	9	16	14	0.8	0.044	1	0	-28
10	CC(C)Cc1c(O)nc(SCCN2CCOCC2)[nH]c1=O	-13	6	-1	1	1	-1.3	1.1	-7	0
11	O=c1sc2ccccc2n1COc1ccccc1	-25	9	89*	7	0.1	.	0.4	59*	21
12	Cc1ccc(S(=O)(=O)c2nc(C)c3c(n2)CCC3)cc1	-5	.	36	-1	0.6	-1	2.2*	-117	-24
13	O=C1N(Nc2ccccc2)C(c2ccc(Br)cc2)C12CCCCC2 (stereo unspecified)	-13	7	27	-2	0.7	2	1.1	-7	-13
14	CCn1c(CSc2ncccn2)nnc1SCC(=O)N1CCc2ccccc21	-31	5	10	1	0.9	.	1	-2	-8
15	O=C(Nc1ccc(N2CCOCC2)cc1)C1CCN(S(=O)(=O)Cc2ccccc2)CC1	6	1	4	-10	1	-0.12	1	-4	25
16	Cc1cccc(C)c1NC(=O)CS(=O)CC(=O)Nc1ccc(F)cc1F (stereo unspecified)	4	12	-4	-2	1	0.46	1	4	-6
17	COc1ccc(O)c(-c2c(-c3ccc(Cl)cc3)n[nH]c2C)c1	.	4	99*	.	0	3.7*	0.3	72*	-9
18	Cc1ccc(SCC(=O)Nc2cc(C)on2)cc1	-5	3	25	16	0.7	-0.12	1.1	-11	13
19	CN(C)c1cc[nH]c(=O)c1C#N	1	7	-6	-8	1.1	0.45	1.1	-7	-7
20	Cc1ccc(CSc2nnc(Nc3ccc(C)cc3)s2)cc1	0	-4	10	8	0.9	1.2	0.8	25	2
21	CN(C)CCC(O)(c1ccccc1)c1ccccc1	-11	-3	-2	3	1	-0.12	1	-1	3
22	CCOC(=O)Nc1ccc2c(c1)N(C(=O)CCN1CCOCC1)c1ccccc1S2=O (stereo unspecified)	-30	3	-14	35	1.1	-0.16	1.2	-17	-8
23	CCOc1ccc(S(=O)(=O)N2CCN(Cc3ccccc3)CC2)c2cccnc12	-36	7	47	-6	0.5	0.45	0.6	43	-31
24	O=S(=O)(N1CCCCC1)N1CCN(S(=O)(=O)N2CCCCC2)CC1	3	3	16	15	0.8	-0.56	1.1	-6	-10
25	COc1ccccc1-n1nnnc1SCC(=O)Nc1cc(C)on1	-26	2	65*	6	0.3	-1.2	1.1	-14	9
26	Cc1ccc(S(=O)(=O)N/N=C\C=C\c2ccccc2)cc1	0	.	17	-7	0.8	-0.91	0.2	84*	-30
27	CC(=O)Nc1cccc(-c2nc3ccc(NC(C)=O)cc3[nH]2)c1	2	.	-6	-2	1.1	-0.42	1.1	-11	30
28	Nn1c(SCC(=O)Nc2ccc(F)cc2)nnc1C1CCCCC1	-27	-4	-2	4	1	0.34	1	5	-31
29	CCOc1ccc2cc(/C=C/C(=O)c3ccco3)c(Cl)nc2c1	16	5	18	25	0.8	.	0.7	25	6
30	Cc1ccc(-c2nsc3c(N4CCN(C(=O)c5ccco5)CC4)ncnc23)cc1	.	2	10	.	0.9	.	0.8	23	.

Structures above printed as active in DAT uptake mod.
| # | canonical_smiles | CYP2C19 inh | VCAM1 TNFa inh | CYP2C19 activ | DAT uptake mod | CYP2C9 activ | CYP2C9 inh |
| --- | --- | --- | --- | --- | --- | --- | --- |
| 1 | O=C(OCC(=O)N1CCN(C(=O)c2ccco2)CC1)c1cn(-c2ccccc2)nc1-c1ccccc1 | 43 | -15 | 0.6 | 4.4* | 0.3 | 68* |
| 17 | COc1ccc(O)c(-c2c(-c3ccc(Cl)cc3)n[nH]c2C)c1 | 99* | . | 0 | 3.7* | 0.3 | 72* |

Going on with the list:
cpd	molecule	TNFa cytotox	Calb biofilm kill	CYP2C19 inh	VCAM1 TNFa inh	CYP2C19 activ	DAT uptake mod	CYP2C9 activ	CYP2C9 inh	HUVEC tox IL1B
31	CCCCc1ccc(/C=C2\C(=O)c3ccccc3C(O)=C2C(=O)OCC)cc1	-8	.	67*	5	0.3	-0.19	0.1	90*	-20
32	S=c1[nH]nc(-c2ccccc2)n1C1C=CCCC1 (stereo unspecified)	.	-8	68*	.	0.3	-0.5	1	-4	.
33	Cc1ccc(S(=O)(=O)N2CCOCC2)cc1C(=O)N1C(=O)c2cccc(N)c2C1=O	-23	11	17	1	0.8	-6.5*	1	2	-18
34	COC(=O)c1ccc(Cl)c(NC(=O)CSc2ncn[nH]2)c1	-45	7	74*	8	0.3	0.48	0.6	41	-17
35	COC(=O)c1ccc2nc(C)c(C)nc2c1	31	.	-7	20	1.1	0.07	1	-3	4
36	N#Cc1c(N)nc(SC2CCCCC2=O)c(C#N)c1-c1ccco1 (stereo unspecified)	-27	0	.	3	.	1.1	.	.	-31
37	Cc1c(NC(=O)c2cc(-c3cccs3)on2)c(=O)n(-c2ccccc2)n1C	-24	6	7	0	0.9	0.36	0.9	10	-18
38	CCOc1ccc2nc(SCC(=O)NC(=O)NCc3ccco3)[nH]c2c1	-22	-3	-6	1	1.1	0.84	0.9	10	8
39	CCNc1nc(SC(C)C(=O)Nc2ccccc2)nc(N2CCOCC2)n1 (stereo unspecified)	-5	2	10	12	0.9	-0.41	0.4	56*	-18
40	COC(=O)C1=C(C(=O)OC)SC(=C2C(=S)C(C)(C)N(C(=O)C3CC3)c3ccccc32)S1	6	-1	69*	6	0.3	0.22	0.2	78*	14
41	Cc1c(Br)c(C(F)(F)F)nn1CC(=O)N1CCCC1	-3	3	-14	5	1.1	0.035	1.2	-18	16
42	O=C(NC12CC3CC(CC(C3)C1)C2)C1=COCCO1	-18	5	43	1	0.6	0.11	0.9	6	16
43	CN1CCN(C(=O)c2cn(C)c3ccc(S(=O)(=O)N(C)C4CCCCC4)cc3c2=O)CC1	-11	0	6	-1	0.9	0.048	0.9	14	-31
44	COc1ccccc1CNc1ccc(C(=O)O)cc1	-7	2	-4	3	1	0.056	1.1	-6	2
45	Cc1ccc(C)n1-c1ccc(N2CCOCC2)nc1	-29	1	17	4	0.8	1.2	0.9	9	14
46	Cc1c(Cl)cccc1NC(=O)CN1C(=O)CSc2ncccc21	-28	4	64*	-3	0.4	-0.37	3.6*	-256	-6
47	CCOc1ccc(NC(=O)NCCCSC2CCCCC2)cc1	-2	8	13	24	0.9	0.22	0.7	31	10
48	COc1ccc(-n2c(Cc3cccn3C)nnc2SCC(=O)Nc2ccc(C)c(Cl)c2)cc1	.	7	12	.	0.9	1.3	0.7	27	.
49	CCCc1nnc(SCC(=O)N2CCCC(C)C2)n1CCCOC (stereo unspecified)	-17	1	4	0	1	0.14	1.1	-5	14
50	Cc1cccc(OCCCC(=O)Nc2ccc(N3CCCCC3)cc2)c1	-7	.	23	5	0.8	1.2	0.8	18	-34

Compounds listed so far that have a cyano group:
cpd	molecule	TNFa cytotox	Calb biofilm kill	CYP2C19 inh	VCAM1 TNFa inh	CYP2C19 activ	DAT uptake mod	CYP2C9 activ	CYP2C9 inh	HUVEC tox IL1B
19	CN(C)c1cc[nH]c(=O)c1C#N	1	7	-6	-8	1.1	0.45	1.1	-7	-7
36	N#Cc1c(N)nc(SC2CCCCC2=O)c(C#N)c1-c1ccco1 (stereo unspecified)	-27	0	.	3	.	1.1	.	.	-31

(more compounds)
cpd	molecule	TNFa cytotox	Calb biofilm kill	CYP2C19 inh	VCAM1 TNFa inh	CYP2C19 activ	DAT uptake mod	CYP2C9 activ	CYP2C9 inh	HUVEC tox IL1B
51	c1ccc2c(c1)oc1c(N3CCN(Cc4ccc5c(c4)OCO5)CC3)ncnc12	-31	2	82*	3	0.2	0.55	0.1	86*	16
52	CC(C)(C)C(=O)Nc1ccc(S(=O)(=O)c2ccc(NC(=O)C(C)(C)C)cc2)cc1	-10	0	-3	-6	1	-0.16	1.1	-11	-32
53	CCn1cc(C(=O)O)c(=O)c2cc(OC)ccc21	-13	10	-22	-22	1.2	-0.13	1.1	-10	1
54	CCc1nnc(NCC(=O)N2CCc3ccccc32)s1	-31	5	48	7	0.5	0.28	0.4	60*	-26
55	COc1ccc(Cc2nnc(NC(=O)c3ccco3)s2)cc1	5	5	37	9	0.6	-0.26	0.3	65*	-12
56	COC(=O)c1c(C(=O)OC)c(-c2cccc(C)c2)n2c1CS(=O)(=O)C2	-14	1	1	-2	1	-1.3	1	3	16
57	C=CCN1C(=O)CN=C1Nc1ccccc1	-16	7	-1	5	1	-0.67	0.9	5	-9
